Fluorescein fluor – compound fluoresces in the fluorescein spectral region | Compound autofluorescence, 480/540 nm, fluorescein-equivalent; active compounds read high | max fluorescein-equivalent concentration, M | hit rate 0.91% among 59,000; in the data active means max fluorescein-equivalent concentration above about 10 nM; inconclusive means between about 1.1 nM and that limit
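Read-out is intrinsic compound fluorescence at 480/540 nm (excitation/emission), expressed as dye-equivalent concentration using a fluorescein standard series run on every plate. Compounds sat 15 min at room temperature in 100 mM Tris, pH 8.0.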
Luciferase inh – firefly luciferase inhibition. P08659. purified firefly luciferase, luminescence, 8 min. Potency, µM (titrated, usually from 57.1 µM), without a hit: at the highest dose activity change, negative = inhibition, hits mostly inhibitors. hit rate 2.2% among 72,000; further: potency means the concentration at half of the fitted maximal effect; on the % scale 0 is the no-effect control and ±100 the full control effect; nearly all actives have a fitted effect of over 40% in size
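qHTS concentration-response profiling: light output of P. pyralis luciferase with luciferin and 10 uM ATP, imidazole buffer pH 7.2. Read by luminescence after 8-min room-temperature incubation.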
Caspase-7 inhib – caspase-7 (human) inhibition, allosteric or competitive; P55210; recombinant caspase-7, Ac-DEVD-AFC fluorescence rate; Potency, µM (highest dose often 57.5 µM), without a hit: top-dose activity change, negative = inhibition, usual class: inhibitors; hit rate 0.02% among 75,000; AID 889; active means well fitted inhibition curve with a large enough effect in the main read-out, with a control signal flat, not every such curve was filed as active; inconclusive means small, poorly fitted or top-dose-only effect, or a change in a side signal; further: potency means the concentration at half of the fitted maximal effect; % of control where 0% means no effect
Target sequence (P55210 24-198 limits assumed): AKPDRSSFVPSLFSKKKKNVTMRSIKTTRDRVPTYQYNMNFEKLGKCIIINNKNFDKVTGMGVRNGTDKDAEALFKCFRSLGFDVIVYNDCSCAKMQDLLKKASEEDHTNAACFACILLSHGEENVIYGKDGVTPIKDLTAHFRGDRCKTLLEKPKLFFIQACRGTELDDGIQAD
Target sequence (P55210 207-303 limits assumed): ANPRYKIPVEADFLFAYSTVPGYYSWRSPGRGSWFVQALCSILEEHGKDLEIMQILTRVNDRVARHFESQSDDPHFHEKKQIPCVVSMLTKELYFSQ
Caspase-1 inhib – caspase-1 (human) inhibition, allosteric or competitive; AID 900; Potency, µM (highest dose often 57.5 µM), for inactives: at the top dose activity change, negative = inhibition, hits mostly inhibitors; hit rate 0.03% among 75,000; Caspase-1 enzyme, Ac-WEHD-AFC fluorogenic rate;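 further: potency means the concentration at half of the fitted maximal effect; plate controls were vehicle for no effect and no substrate for full effect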
Tau filament bind – binds recombinant human tau filaments; P10636; recombinant tau filaments, thioflavin S fluorescence, 15 h; filaments grown with octadecylsulfate alongside compound; Potency, µM (highest dose often 57.1 µM), without a hit: top-dose activity change, negative = inhibition; hit rate 2% among 71,000; AID 596;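 further: potency means the concentration at half of the fitted maximal effect; on the % scale 0 is the no-effect control and ±100 the full control effect; actives lower thioflavin S fluorescence by blocking filaments or displacing dye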
Target sequence (P10636 whole entry, looked up): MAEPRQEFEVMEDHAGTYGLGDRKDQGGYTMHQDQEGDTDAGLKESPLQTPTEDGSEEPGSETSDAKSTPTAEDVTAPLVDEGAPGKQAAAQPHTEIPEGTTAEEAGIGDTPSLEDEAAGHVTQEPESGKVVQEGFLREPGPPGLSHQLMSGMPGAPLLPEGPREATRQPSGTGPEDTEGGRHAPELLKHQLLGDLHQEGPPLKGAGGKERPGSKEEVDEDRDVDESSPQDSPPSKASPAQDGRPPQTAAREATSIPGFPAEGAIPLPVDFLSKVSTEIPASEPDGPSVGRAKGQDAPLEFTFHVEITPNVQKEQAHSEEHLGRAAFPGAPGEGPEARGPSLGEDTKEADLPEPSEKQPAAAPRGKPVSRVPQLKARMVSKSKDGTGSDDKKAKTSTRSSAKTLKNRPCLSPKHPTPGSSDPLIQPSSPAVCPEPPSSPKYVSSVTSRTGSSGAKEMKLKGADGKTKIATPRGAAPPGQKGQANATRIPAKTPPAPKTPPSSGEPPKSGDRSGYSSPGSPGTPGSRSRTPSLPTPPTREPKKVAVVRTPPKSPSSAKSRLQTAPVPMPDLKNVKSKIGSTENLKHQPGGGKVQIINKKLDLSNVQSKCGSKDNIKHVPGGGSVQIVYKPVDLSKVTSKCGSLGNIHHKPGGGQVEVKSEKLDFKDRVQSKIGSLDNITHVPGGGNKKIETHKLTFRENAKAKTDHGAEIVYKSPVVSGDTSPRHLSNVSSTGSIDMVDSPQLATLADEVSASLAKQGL
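Thioflavine S fluorescence (ex 450, em 510 nm) reports filaments formed from 1 uM human tau plus 30 uM ODS over 15 h at 37 C (10 mM HEPES pH 7.4, 100 mM NaCl, 5 mM DTT); compounds displacing dye or blocking filaments lower signal.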
TexasRed autofl – compounds fluorescent in Texas Red spectral region; Compound fluorescence, Texas Red channel, 547/618 nm; active compounds read high; max dye-equivalent concentration, M; hit rate 0.06% among 59,000; AID 587; in the data active means max dye-equivalent concentration above about 10 nM; inconclusive means between about 1.1 nM and that limit
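Pin-transferred compounds and Texas Red standards go into 100 mM Tris buffer, pH 8.0. After 15 min at room temperature, plates are imaged with 547/618 nm filters. Each value is a dye-equivalent concentration derived from the per-plate dye curve.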
ERK AVP inh – blocks ERK signaling stimulated by vasopressin | HEK293-V1b, vasopressin-stimulated pERK AlphaScreen | AID 995 | hit rate 0.99% among 72,000 | Potency, µM (series often up to 57.5 µM), without a hit: top-dose activity, negative = inhibition, hits mostly inhibitors; further: potency means the concentration at half of the fitted maximal effect; on the % scale 0 is the no-effect control and ±100 the full control effect; nearly all actives have a fitted effect of over 55% in size
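Overnight-seeded V1b-HEK293 cells in 1% FBS got compound, then vasopressin (25 nM final, 5 min, 37C), then lysis buffer. AlphaScreen detection of phospho-ERK; activity normalized to basal and full-stimulation controls.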
A350 autofl – compound fluoresces in the Alexa 350 spectral region; Compound autofluorescence, 340/450 nm, Alexa 350 dye-equivalents; active compounds read high; max dye-equivalent concentration, M; hit rate 11% among 59,000; AID 590; in the data active means max dye-equivalent concentration above about 10 nM; inconclusive means mostly about 1.1 nM to 9.6 nM
HEK293 cAMP ctrl – parental HEK293 cAMP activation (counter-screen); hit rate 2.5% among 73,000; parental HEK293 CNG cAMP sensor, membrane potential fluorescence; Potency, µM (series often up to 57.1 µM), for inactives: top-dose activation, most hits filed as activators; further: potency means the concentration at half of the fitted maximal effect; % of control where 0% means no effect; nearly all actives have a fitted effect of over 55% in size
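Parental HEK 293 cells stably expressing a cAMP-gated CNG channel were loaded with membrane potential dye containing 100 uM RO 20-1724 for 60 min. Compound added for 30 min; depolarization read as fluorescence intensity at 590 nm.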
4-MU autofl – compounds fluorescent in 4-MU spectral region. compound autofluorescence, 340/450 nm, 4-MU equivalents; active compounds read high. max dye-equivalent concentration, M. hit rate 11% among 59,000; in the data active means max dye-equivalent concentration above about 10 nM; inconclusive means mostly about 1.1 nM to 9.6 nM
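Intrinsic fluorescence at 340/450 nm (ex/em) was read after 15 min at room temperature in pH 8.0, 100 mM Tris. Each compound concentration expressed as 4-MU-equivalent concentration from a six-point 4-MU standard series on each plate.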
Rhodamine autofl – rhodamine region autofluorescence; hit rate 0.05% among 59,000; AID 594; Rhodamine-region fluorescence, 547/598 nm, Tris buffer; active compounds read high; max dye-equivalent concentration, M; in the data active means max dye-equivalent concentration above about 11 nM; inconclusive means between about 1.1 nM and that limit
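qHTS spectral profiling of compounds without any target or enzyme present, in pH 8.0 Tris buffer; plates were read after a 15-minute room-temperature incubation using the rhodamine-region filter set.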
Numbers without * were called inactive; i = inactive; ? = inconclusive; nt = not tested or not shown; [ ] = another dose, or the depositor's remark. Unless noted, the call rests on the fitted dose curve; in most records, active means well fitted curve in the direction sought with a large enough effect; inconclusive means small, poorly fitted or top-dose-only effect, or another doubt; inactive means no such curve, though single readings can be large; an effect the other way counts as inactive or inconclusive. The list is partial; rates above refer to the full screens.

SMILES	Fluorescein fluor	Luciferase inh	Caspase-7 inhib	Caspase-1 inhib	Tau filament bind	TexasRed autofl	ERK AVP inh	A350 autofl	HEK293 cAMP ctrl	4-MU autofl	Rhodamine autofl
CC1C=Cc2ccccc2N1C(=O)c1ccccc1 (stereo not given)	i	0%	0%	3%	-5%	?	6%	i	18%	i	i
O=C(c1cccs1)n1cc(C(=S)N2CCOCC2)c2ccccc21	nt	0%	0%	0%	-16%[11.4 µM]	nt	-18%	nt	?	nt	nt
CC(Cc1ccccc1)C(=O)N(C)Cc1ccccc1 (stereo not given)	nt	nt	1%	1%	-18%	nt	15%	nt	17%	nt	nt
S=C(N=Nc1ccccc1)NNc1ccccc1	?	-15%[25.5 µM]	nt	nt	nt	i	nt	i	nt	i	i
CCOC(=O)c1ccc(N2CSC3=C(C#N)C(c4cccs4)CC(=O)N3C2)cc1 (stereo not given)	nt	-2%	-3%	-3%	4%	nt	-19%	nt	-1%	nt	nt
O=C(c1csnn1)N1CCC2(CC1)CCN(c1ncccn1)CC2	i	1%[11.4 µM]	-1%	0%	3%	i	12%	i	14%	i	i
COC(=O)C1=C(C)N(C)C(C)=C(C(=O)OC)C1c1ccncc1	i	2%	-3%	-1%	-5%	i	4%	?	3%	?	i
Cc1ccc2nc(-c3cccc(S(=O)(=O)N(C)C)c3)cn2c1	i	13µM*	1%	-3%	12%	i	-17%	i	25µM*	i	i
CC(C)c1cc(C(=O)Nc2cccc(Cl)c2)no1	i	13µM*	-1%	-1%	-8%	i	38%[activator]	i	11%	i	i
CC(=O)c1ccc(S(=O)(=O)N(Cc2cc3cc4c(cc3[nH]c2=O)OCCO4)CC2CCCO2)cc1 (stereo not given)	i	0%	-1%	-2%	5%	i	1%	?	7%	?	i
CC(=O)NCc1cn2c(C)csc2n1	nt	3%	0%	-1%	5%	nt	nt	nt	-3%	nt	nt
CC(=O)Oc1ccc2c(C)cc(=O)[nH]c2c1	i	-3%[25.5 µM]	nt	nt	nt	i	nt	8.8e-08M*	nt	7e-08M*	i
COc1ccc(CNCC(=O)Nc2cc(C)nn2-c2nc(C)cc(C)n2)cc1OC	i	6%	0%	0%	1%	i	-14%	i	8%	i	i
CC(C)=C1C(=O)C(c2ccccc2)=C2CN3C(=O)N(CCc4ccccc4)C(=O)[C@]3(Cc3ccccc3)[C@H]21	nt	nt	-4%	-2%	0%	nt	4%	nt	6%[0.457 µM]	nt	nt
O=C(c1cc(-c2cccs2)on1)N1CCN(c2ccc(F)cc2)CC1	?	-5%	-4%	-2%	96%	?	-13%	i	?	i	i
Cc1nc(N2CCCC2C(=O)O)c2oc3ccccc3c2n1 (stereo not given)	i	1%	1%	-11%	1%	i	-13%	i	0%	i	i
COc1ccc(N2CCC(CNC(=O)Nc3ccc(OC)cc3OC)C2)cc1 (stereo not given)	i	-1%	-2%	-3%	20µM*	i	13%	i	-20%	i	i
COc1cccc(Nc2nc(=O)[nH]nc2C)c1	?	-1%	-2%	-1%	-6%	i	4%	i	0%	i	i
Cc1ccc(OCCCC(=O)Nc2ccc(S(=O)(=O)Nc3cc(C)on3)cc2)cc1	?	2%	1%	0%	6%	?	?	i	1%	i	i
COc1ccc(-c2nnc(SCc3ccccc3F)o2)cc1OC	i	-6%	-5%	-4%	56%	i	-19%	i	?	i	i

Ordered by SMILES length (smallest number first): some entries from above
SMILES	Fluorescein fluor	Luciferase inh	Caspase-7 inhib	Caspase-1 inhib	Tau filament bind	TexasRed autofl	ERK AVP inh	A350 autofl	HEK293 cAMP ctrl	4-MU autofl	Rhodamine autofl
COc1cccc(Nc2nc(=O)[nH]nc2C)c1	?	-1%	-2%	-1%	-6%	i	4%	i	0%	i	i
CC(=O)Oc1ccc2c(C)cc(=O)[nH]c2c1	i	-3%[25.5 µM]	nt	nt	nt	i	nt	8.8e-08M*	nt	7e-08M*	i
COc1ccc(N2CCC(CNC(=O)Nc3ccc(OC)cc3OC)C2)cc1 (stereo not given)	i	-1%	-2%	-3%	20µM*	i	13%	i	-20%	i	i
COc1ccc(CNCC(=O)Nc2cc(C)nn2-c2nc(C)cc(C)n2)cc1OC	i	6%	0%	0%	1%	i	-14%	i	8%	i	i
CCOC(=O)c1ccc(N2CSC3=C(C#N)C(c4cccs4)CC(=O)N3C2)cc1 (stereo not given)	nt	-2%	-3%	-3%	4%	nt	-19%	nt	-1%	nt	nt
CC(C)=C1C(=O)C(c2ccccc2)=C2CN3C(=O)N(CCc4ccccc4)C(=O)[C@]3(Cc3ccccc3)[C@H]21	nt	nt	-4%	-2%	0%	nt	4%	nt	6%[0.457 µM]	nt	nt

Additional compounds follow.
SMILES	Fluorescein fluor	Luciferase inh	Caspase-7 inhib	Caspase-1 inhib	Tau filament bind	TexasRed autofl	ERK AVP inh	A350 autofl	HEK293 cAMP ctrl	4-MU autofl	Rhodamine autofl
COC(=O)c1[nH]c2cccc(OC)c2c1NC(=O)CCN1CCN(c2ccccc2F)CC1	i	0%	-1%	0%	3%	?	1%	?	-22%	1.2e-08M*	i
CC(=O)Oc1ccccc1C(=O)Oc1ccccc1C(=O)O	?	-6%[25.5 µM]	-1%	1%	-1%[25.6 µM]	i	6%	i	0%[25.6 µM]	i	i
COCCn1c(-c2cc(OC)c(OC)c(OC)c2)nc2oc3ccccc3c(=O)c2c1=O	i	2%	0%	2%	-4%	i	-9%	?	-14%	i	i
CC(=O)c1nc2ccccc2n1S(=O)(=O)c1ccc(Cl)cc1	i	1%	-1%	0%	3%	?	-19%	?	15%	?	i
Cc1ccc(S(=O)(=O)c2c(N)n(/N=C/c3ccco3)c3nc4ccccc4nc23)cc1C	i	1%	-7%	-5%	16µM*	i	-1%	7.6e-08M*	2%	6.1e-08M*	i
Cc1c(C(=O)N2CCN(c3ccccc3)CC2)sc2ncnc(N3CCN(c4ccccc4)CC3)c12	i	1%	2%	0%	0%	i	9%	i	26%	i	i
Cc1cccc(OCC(O)Cn2c(-n3nc(C)cc3C)nc3c2c(=O)[nH]c(=O)n3C)c1 (stereo not given)	?	2%	0%	3%	-7%	?	1%	i	16%	i	i
Cc1ccc(N2CCN(S(=O)(=O)c3ccc(F)cc3)CC2)c(C)c1	nt	1%	-3%	-6%	-11%	nt	nt	nt	13%	nt	nt
CCN(CCNS(=O)(=O)c1ccc2[nH]c(=O)sc2c1)c1ccccc1	nt	3%	0%	-2%	-4%	nt	nt	nt	-4%	nt	nt
O=C(CSc1nc2ccccc2o1)NCCOc1ccccc1	i	2%	1%	-2%	-2%	i	-4%	i	23%	i	i
Cc1ccccc1OCC(=O)NCCN1CCCC1	i	2%	-1%	-1%	9%	i	11%	i	23%	i	i
C[C@@]1(O)CCOC(=O)C1	?	-2%[25.5 µM]	2%[25.7 µM]	2%[25.7 µM]	-1%[25.6 µM]	i	-5%[25.7 µM]	i	8%[25.6 µM]	i	i
CCn1c(COc2ccc(Cl)cc2)nnc1SCc1ccc(C#N)cc1	i	3%	-3%	-3%	-14%	i	-11%	i	22%	i	i
CCn1c(=O)cc(NC2=NCC(C)CN2c2cccc(Cl)c2)n(C)c1=O (stereo not given)	i	1%	1%	0%	4%	i	-3%	i	2%	i	i
Cc1oc(/N=C/c2ccccc2O)c(C#N)c1C	nt	-1%	-8%	-9%	-10%	nt	12%	nt	-7%	nt	nt
CCn1c(=O)cc(SCC(=O)N2CCC(C)CC2)c2ccccc21	i	-1%	0%	-2%	7%	i	-14%	i	?	i	i
CCC(C)(C)NC(=O)C(c1ccc(F)cc1)N(Cc1ccco1)C(=O)CCC(=O)Nc1ccccn1 (stereo not given)	?	-1%	0%	1%	-16%	i	-22%	i	?	i	i
Cc1c(NC(=O)C2CCCCN2S(=O)(=O)c2ccc(Cl)cc2)c(=O)n(-c2ccccc2)n1C (stereo not given)	nt	4%	0%	-4%	-2%	nt	-29%	nt	-2%	nt	nt
Cn1c(=O)c2c(SCC(=O)N3CCN(c4ccccc4)CC3)nc(C3CC3)nc2n(C)c1=O	nt	1%	2%	-3%	133%	nt	nt	nt	0%	nt	nt
O=C(Nc1cccnc1)c1c(O)c2cccc3c2n(c1=O)CC3	i	0%	3%	-2%	6%	i	13%	?	-4%	i	i
c1cncc(-c2nccc(-n3ccnc3)n2)c1	i	-2%[2.29 µM]	1%	2%	3%	i	?	i	-14%	i	i
Cn1c[n+](C)cc1/C=N/O	i	3%[25.5 µM]	nt	nt	nt	i	nt	i	nt	i	i
CC1CC2(CC(C)(C(=O)CSc3n[nH]c(-c4ccccc4Cl)n3)OC2=O)C(=O)O1 (stereo not given)	?	1%	-2%	-1%	-1%	?	-12%	?	-2%	i	i
Cc1cc(C)n2nc(SCC#N)nc2n1	nt	2%	1%	-3%	-1%	nt	nt	nt	4%	nt	nt
CCOC(=O)N1CCN(C(=O)CN(Cc2ccccc2)S(=O)(=O)c2ccc(OC)c(C)c2)CC1	i	-1%	-2%	-3%	-16%	i	-3%	i	7%	i	i
O=C(C1CCCO1)N1CCc2ccccc21 (stereo not given)	?	-39%	3%	1%	-2%	?	5%	i	-9%	i	i
CC1CCC(C(=O)NC(C(=O)NCCN2CCC(C)CC2)C(C)C)CC1 (stereo not given)	?	0%	-2%	0%	-15%	?	3%	i	11%	i	i
Cc1ccccc1N1C(=O)c2ccccc2C1Nc1cccnc1 (stereo not given)	nt	2%	0%	-1%	-1%	nt	10%	nt	1%	nt	nt
CC(=O)Nc1ccc(-c2nn[nH]n2)cc1Cl	i	1%	0%	0%	-3%	i	-4%	?	-3%	i	i

Compound activity from PubChem BioAssay.
